ELG1 genotox: qHTS screen for small molecules that induce genotoxicity in human embryonic kidney (HEK293T) cells expressing luciferase-tagged ELG1 | Potency, µM (series often up to 46 µM), for the others: at the top dose activity change, positive = activation, actives largely listed as activators | 330,000 tested, 1.3% active | HEK293T ELG1-luciferase reporter, luminescence, 16 h; note: potency is the fitted concentration of half-maximal effect; % of control where 0% means no effect; nearly all actives have a fitted effect of over 60% in size
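Quantitative HTS format in 1536-well plates. HEK293T ELG1-luciferase reporter cells receive test compound and are incubated 16 hr at 37 °C, 5% CO2; ONE-Glo added, 30 min room temperature, then luminescence read.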
Coupling enz: qHTS Assay for Inhibitors of Fructose-1,6-bisphosphate Aldolase from Giardia Lamblia: Coupling assay counterscreen; 290,000 tested, 0.67% active; activity change, negative = inhibition, % at 58.2 µM, hits read low; coupling enzyme system counterscreen, AmpLite Red fluorescence; AID 2472, 2010; in the data active = activity change below about -30%; note: % is set by controls: 0 for no effect and ±100 for the full control effect
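Coupling enzymes only (glyceraldehyde-3-phosphate) + compound, at 57.5 uM final, 10 min RT; add substrate/coupling/AmpLite Red mix, 20 min RT; fluorescence ex 525/em 598 nm. Actives flag coupling-system interference.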
RORgamma inh: qHTS for inhibitors of ROR gamma transcriptional activity; Nuclear receptor ROR-gamma (Mus musculus), P51450; Drosophila S2 Gal4-RORgamma UAS-luciferase reporter, 20 h; Potency, µM (series often up to 53.6 µM), inactives show top-dose activity change, negative = inhibition, usual class: inhibitors; 310,000 tested, 5.4% active; note: potency is the fitted concentration of half-maximal effect; % is set by controls: 0 for no effect and ±100 for the full control effect; nearly all actives have a fitted effect of over 60% in size
Target sequence (P51450 whole entry, looked up, the tested form may be a part): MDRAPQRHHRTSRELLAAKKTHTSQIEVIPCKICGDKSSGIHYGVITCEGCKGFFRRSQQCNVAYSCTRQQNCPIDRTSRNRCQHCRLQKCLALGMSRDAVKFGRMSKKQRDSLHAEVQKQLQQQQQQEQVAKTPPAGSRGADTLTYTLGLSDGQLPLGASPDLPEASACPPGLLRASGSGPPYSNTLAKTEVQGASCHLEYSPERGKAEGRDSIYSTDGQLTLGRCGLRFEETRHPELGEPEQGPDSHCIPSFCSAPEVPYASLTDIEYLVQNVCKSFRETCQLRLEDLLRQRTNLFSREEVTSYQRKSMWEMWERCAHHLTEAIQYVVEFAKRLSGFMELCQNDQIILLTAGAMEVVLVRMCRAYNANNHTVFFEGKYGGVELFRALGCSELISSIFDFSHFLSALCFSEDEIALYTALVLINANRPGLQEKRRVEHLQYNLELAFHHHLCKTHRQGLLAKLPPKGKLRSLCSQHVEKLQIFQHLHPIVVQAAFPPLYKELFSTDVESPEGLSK
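Luminescence from a UAS-regulated Photinus luciferase reporter in stably transfected Drosophila Schneider cells is measured; decreased signal marks ROR gamma inhibition. Fusion expression is induced by 700 uM copper sulfate for 20 hr.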
Gal4-VP16 FLuc: VP16 counterscreen qHTS for inhibitors of ROR gamma transcriptional activity; 310,000 tested, 3.5% active; Drosophila S2 Gal4-VP16 UAS-luciferase, luminescence, 20 h; Potency, µM (series often up to 53.6 µM), for the others: at the highest dose activity, negative = inhibition, actives largely listed as inhibitors;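 note: Gal4-VP16 expression switched on by copper sulfate through the metallothionein promoter; potency is the fitted concentration of half-maximal effect; % is set by controls: 0 for no effect and ±100 for the full control effect; nearly all actives have a fitted effect of over 50% in size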
Rab9 promoter act: qHTS Assay for Rab9 Promoter Activators. Huh7 Rab9 promoter-luciferase reporter, luminescence, 24 h. Potency, µM (titrated, usually from 9.22 µM), for the others: at the top dose activation, negative = inhibition, actives largely listed as activators. 320,000 tested, 2.8% active. AID 485297, 2010; note: potency is the fitted concentration of half-maximal effect; % of control where 0% means no effect; nearly all actives have a fitted effect of over 60% in size
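Huh7 cells stably carrying Rab9 promoter–luciferase reporter, plated 1500 cells/well, compound added after 2 h and incubated 24 h at 37 °C; luciferase luminescence then read after 10 min with detection reagent.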
Giardia killer: Small Molecules that selectively kill Giardia lamblia: qHTS; Giardia lamblia trophozoite viability; activity change, % at 7.66 µM, hits read low; 340,000 tested, 0.15% active; in the data active = activity change below about -80%; inconclusive = between about -30% and that limit;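 note: parasites exposed to compound for two days anaerobically before the ATP read; % is set by controls: 0 for no effect and ±100 for the full control effect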
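Viability, read as ATP luminescence: trophozoites at 100 cells/well, compound added, 48 hrs anaerobic at 37 deg C, then 15-30 min room-temperature development before reading.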
NPC1 promoter act: qHTS Assay for NPC1 Promoter Activators. Huh7 NPC1 promoter luciferase reporter, 24 h. Potency, µM (top dose mostly 9.22 µM), inactives show top-dose activation, usual class: activators. 320,000 tested, 2.4% active;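 note: potency is the fitted concentration of half-maximal effect; % of control where 0% means no effect; nearly all actives have a fitted effect of over 60% in size; reporter is driven by a mutant NPC1 promoter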
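Cells: Huh7 expressing luciferase under the NPC1 promoter, 1500/well. Seeded 2 h, compound added, incubated 24 h at 37 °C. Luciferase reagent, 10 min ambient, then luminescence.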
uPA surface inh: qHTS for Inhibitors of Cell Surface uPA Generation; 330,000 tested, 0.31% active; cell surface uPA generation assay, qHTS; Potency, µM (series often up to 38.3 µM), without a hit: at the highest dose activity change, negative = inhibition, usual class: inhibitors; AID 540303, 2011; active = well fitted inhibition curve with a large enough effect; inconclusive = small, poorly fitted or top-dose-only effect; inactive = no such curve, though single readings can be large or run the other way; tested in mouse RAW 264.7 cells; note: potency is the fitted concentration of half-maximal effect; % is set by controls: 0 for no effect and ±100 for the full control effect; nearly all actives have a fitted effect of over 55% in size
KCNH2 3.1 inh: qHTS for Inhibitors of KCHN2 3.1: Mutant qHTS | activity change, % (tested at about 1.8 µM) | U2OS KCNH2 3.1, thallium flux FluxOr; stronger effect = lower value | Potassium voltage-gated channel subfamily H member 2, brain isoform KCNH2 3.1 (human) | 340,000 tested, 0.95% active | AID 720553, 2013;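 active = maximum activity change below -70%; inconclusive = maximum activity change from -70% to -50%; inactive = maximum activity change above -50%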;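 note: thallium influx rate constant from kinetic fluorescence after stimulation buffer; % is set by controls: 0 for no effect and ±100 for the full control effect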
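Kinetic fluorescence (2 min after stimulation buffer) measures Tl+ influx through KCNH2 3.1 expressed by viral transduction in U2OS cells; the rate constant is normalized against DMSO controls serving as positive and negative references.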
Tb PFK block: qHTS Assay to Find Inhibitors of T. brucei phosphofructokinase | ATP-dependent 6-phosphofructokinase (Trypanosoma brucei brucei), O15648 | T. brucei PFK, ADP-Glo luminescence | Potency, µM (titrated, usually from 57.5 µM), inactives show at the highest dose activity, negative = inhibition, usual class: inhibitors | 330,000 tested, 0.17% active | AID 485367, 2010;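 note: potency is the fitted concentration of half-maximal effect; 0% = uninhibited 1x PFK enzyme wells and -100% = no-enzyme wells; nearly all actives have a fitted effect of over 60% in size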
Target sequence (O15648 whole entry, looked up): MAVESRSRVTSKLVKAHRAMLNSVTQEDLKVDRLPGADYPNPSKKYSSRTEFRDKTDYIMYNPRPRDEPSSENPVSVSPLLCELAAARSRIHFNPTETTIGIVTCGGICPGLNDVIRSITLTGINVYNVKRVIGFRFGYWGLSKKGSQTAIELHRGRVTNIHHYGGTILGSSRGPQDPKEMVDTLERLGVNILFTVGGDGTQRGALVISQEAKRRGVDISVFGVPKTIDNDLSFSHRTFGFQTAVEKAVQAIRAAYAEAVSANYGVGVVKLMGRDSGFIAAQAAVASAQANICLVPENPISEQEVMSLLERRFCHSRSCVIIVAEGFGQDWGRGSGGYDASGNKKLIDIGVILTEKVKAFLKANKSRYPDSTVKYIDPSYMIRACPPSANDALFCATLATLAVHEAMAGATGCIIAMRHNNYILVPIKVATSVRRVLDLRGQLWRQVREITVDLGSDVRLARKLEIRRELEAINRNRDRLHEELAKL
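PFK 1.25 nM, F6P 0.5 mM, ATP 0.1 mM, 0.1 M TEA pH 8.0, 5 mM MgCl2, 0.01% Tween20, 0.1% BSA; 45 min RT. ADP-Glo readout. qHTS titration up to 57 uM; curves fitted, compounds curve-classed.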
FLuc counter: qHTS profiling assay for firefly luciferase inhibitor/activator using purifed enzyme and Km concentrations of substrates (counterscreen for miR-21 project). Luciferin 4-monooxygenase (Photinus pyralis), P08659. purified FLuc, Km substrates, luminescence inhibition. Potency, µM (doses to about 57.5 µM), inactives show at the highest dose activity change, negative = inhibition, usual class: inhibitors. 360,000 tested, 6.9% active;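 note: potency is the fitted concentration of half-maximal effect; plate controls were vehicle for no effect and reference inhibitor for full effect; nearly all actives have a fitted effect of over 55% in size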
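Purified P. pyralis luciferase (10nM final) with 10uM D-luciferin and 10uM ATP (Km levels) in 50mM Tris acetate pH 7.5, 10mM Mg acetate, 0.01% Tween-20, 0.05% BSA; qHTS 6-point titration, ~60 µM downward; luminescence read.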
* = called active by the depositor; ? = inconclusive; / = not tested or not shown; & = joins results of further samples; [ ] = remark or other dose. Unless noted, calls come from the whole dose curve; as a rule, active = well fitted curve in the direction sought with a large enough effect; inconclusive = small, poorly fitted or top-dose-only effect, or another doubt; inactive = no such curve, though single readings can be large; an effect the other way counts as inactive or inconclusive.

SMILES	ELG1 genotox	Coupling enz	RORgamma inh	Gal4-VP16 FLuc	Rab9 promoter act	Giardia killer	NPC1 promoter act	uPA surface inh	KCNH2 3.1 inh	Tb PFK block	FLuc counter
CN(Cc1ccccc1)C(=O)COC(=O)Cc1ccc(Cl)cc1	3%	/	/	/	/	2	/	0%	-1	-3%	/
COCCN(CCOC)S(=O)(=O)c1ccc(C(=O)Nc2ccncc2)cc1	2%	4	20%	1%	-2%	10	-3%	3%	14	0%	1%
O=[N+]([O-])c1ccc(Cl)c(S(=O)(=O)n2ccnc2)c1	6%	4	-19%	-7%	2%	20	1%	5%	14	-3%	-1%
Cc1ccc(SCC(=O)NCC2CCCO2)cc1 (stereo unspecified)	4%	3	21%	0%	6%	-10	4%	7%	2	-9%	-6%
Cc1ccnc(NS(=O)(=O)c2ccc(NC(=O)C(C)(C)C)cc2)n1	1%	0	-6%	-9%	1%	-27	1%	0%	11	-3%	0%
O=C(c1cn(-c2ccccc2)nc1-c1ccccc1)N1CCN(c2ccccn2)CC1	-9%	-4	31%	2%	-5%	-1	-1%	?	-14	-7%	11µM*
CCN(CC(=O)Nc1cc(Cl)ccc1C)C(=O)Cc1sc(C)nc1-c1ccc(F)cc1	-4%	/	/	/	-1%	-23	-1%	0%	-4	-14%	0%
COc1ccccc1C1=Nn2c(COc3ccccc3)nnc2SC1	-2%	1	8%	-15%	-5%	/	-1%	/	/	-22%	?
O=C(Nc1ccccc1)c1ccc(=O)n(Cc2cccc(Cl)c2)c1	-8%	3	1%	1%[10 µM]	-2%	-5	-3%	1%	2	2%	4%
COc1ccc(N2CCN(S(=O)(=O)CCNC(=O)c3ccco3)CC2)cc1	-4%	/	/	/	-1%	25	-2%	8%	15	-2%	0%
O=C1c2ccc3c4c(ccc(c24)C(=O)N1c1cccc(O)c1)CC3	2%	0	3%	-3%	-4%	67[activator]	-6%	4%	8	0%	1%
Cc1cc(C)n(CC(=O)NNC(=O)c2ccc(NC(=O)CC#N)cc2)n1	1%	/	/	/	15%	5	-9%	7%	3	-16%	6%
N#CC1=C2SCN(Cc3ccccc3)CN2C(=O)CC1c1ccc2c(c1)OCO2 (stereo unspecified)	4%	-32*	2%	-4%	-7%	5	-1%	-4%	1	-17%	-1%
O=C(Nc1nc2ccc(S(=O)(=O)N3CCCCC3)cc2s1)c1ccncc1	-5%	4	4%	12%	8%	-6	-1%	-1%	-5	16%	?
CC(C)(C)c1[nH]nc2c1C(c1ccoc1)C(C#N)=C(N)O2 (stereo unspecified)	-1%	-2	29%	-3%	0%	-8	10%	6%	5	-6%	4%
Cc1cc(NC(=O)CSc2nnc(-c3cccnc3)n2N)no1	1%	2	1%	18%	-3%	5	1%	-1%	-11	-11%	5%
O=[N+]([O-])c1ccccc1-c1cc(-c2cc(Cl)ccc2O)n[nH]1	1%	0	16µM*	?	-2%	1	0%	-12%	8	9%	?
NC(=O)NC(=O)COC(=O)c1cccc(S(=O)(=O)N2CCCCCC2)c1	7%	0	-26%	-2%	0%	6	-7%	11%	-7	-8%	0%
Cc1ccccc1CS(=O)(=O)Cc1ccc(C(=O)NCC2CCCO2)o1 (stereo unspecified)	-6%	5	9%	4%	2%	1	-1%	2%	7	1%	-1%
CCc1ccccc1NCC(=O)Nc1ccc(Cl)c(C(F)(F)F)c1	-12%	-1	10%[10 µM]	?	-9%	0	-6%	4%	3	0%	2%
Cn1c(C(=O)NCCCN2CCCC2=O)cc2c(=O)n(C)c3ccccc3c21	13%	-2	-10%	12%	0%	7	1%	5%	8	3%	0%
CCOC(=O)C(C)N1C(=O)S/C(=C\c2ccc(-c3ccccc3C(=O)O)o2)C1=O (stereo unspecified)	1%	-2	0%	-6%	4%	-16	-1%	3%	0	-25%	4%
Cc1cccc(N2CC(C(=O)Nc3ccccc3N3CCOCC3)CC2=O)c1C (stereo unspecified)	-2%	/	/	/	/	-3	/	-3%	-12	-8%	/
Cc1cc(NC(=O)CSC2=Nc3ccccc3C3=NC(Cc4ccccc4)C(=O)N23)n[nH]1 (stereo unspecified)	0%	0	-15%	3%	-2%	2	0%	3%	4	-3%	3%
COc1ccccc1CC(=O)Nc1ccc(NC(=O)c2cccs2)cc1	15%	3	-33%	1%	15%	12	1%	-1%	4	-4%	1%
O=C(Nc1ccc(S(=O)(=O)NCCc2ccccc2)cc1)c1ccc(Br)o1	-8%	0	8%	-3%	-1%	-7	-2%	/	14	-6%	0%
Cc1ccc(NC(=O)c2ccc(Cl)cc2Cl)cc1O	?	1	26%	-7%	?	-2	?	?	-8	1%	8.5µM*
Cc1cccnc1NC(=S)NC(=O)c1cccs1	?	1	4µM*	10µM*	3.5µM*	?	?	/	16	-3%	13µM*
CCOc1cccc(/C=N/N2C(=O)CSC2=S)c1O	-4%	-10	3.2µM*	13µM*	10%	-11	1%	1%	10	7.6µM*	21µM*
COc1ccccc1C(CNC(=O)c1ccc(-c2ccccc2Cl)o1)N1CCCC1 (stereo unspecified)	-2%	/	/	/	1%	41[activator]	-2%	2%	-4	7%	-2%
CC1(c2ccc3ccccc3c2)NC(=O)N(CC(=O)N2CCN(S(=O)(=O)c3ccccc3F)CC2)C1=O (stereo unspecified)	-17%	/	?	-21%	3%	-17	-2%	-1%	-12	-10%	3%
CCOC(=O)Cc1nnc2c(Nc3ccc(Cl)cc3)nc3nonc3n12	-11%	1	?	?	-1%	12	0%	-2%	-7	21%	0%
CC1(C)OC2OC(COC(=O)c3ccc([N+](=O)[O-])cc3)C3OC(C)(C)OC3C2O1 (stereo unspecified)	-1%	1	-3%	2%	-2%	-5	2%	4%	1	13%	1%
CS(=O)(=O)c1nc(S(=O)(=O)c2ccc(Cl)cc2)c(N2CCCCC2)s1	-11%	/	6%	-8%	2%	4	-3%	-7%	1	0%	3%
CCOc1ccc(Br)cc1C(=O)N/N=C/c1cccnc1	3%	3	0%	6%	-5%	-4	2%	-16%	-4	1%	-6%
O=C(NC1CCCC1)c1c(O)nc2sccn2c1=O	-2%	/	/	/	-6%	-4	-2%	0%	-3	-3%	-2%
CCCOC1CCCN(C(=O)c2ccc(OC3CCN(C(=O)CCOC)CC3)cc2)C1 (stereo unspecified)	8%	/	26%	22%	6%	-18	2%	5%	-1	0%	-11%
COC(=O)c1ccc(NC(=O)NCCCl)cc1	1%	2	2%	21%	11%	-6	-1%	1%	18	2%	?
COc1ccc(NC(=O)C2CCCN(CCCc3ccccc3)C2)cc1OCC(C)C (stereo unspecified)	1%	0	-19%	-20%	0%	-10	-2%	-22%	?	-8%	-1%
C/C(C=O)=C/c1ccccc1	1%	/	0%	5%	0%	2	-2%	2%	-5	6%	1%
OC(COc1ccc2ccccc2c1)CN1CCOCC1 (stereo unspecified)	14%	2	29%	-12%	27%	10&-9	20%	10%&0%	-5	0%	?
COc1ccc(N(CC(=O)NCCC2=CCCCC2)S(=O)(=O)c2ccc(C)cc2)cc1	1%	0	-3%	7%	1%	/	1%	/	/	-3%	-2%
Cc1ncc([N+](=O)[O-])n1Cc1ccc(Br)cc1	-1%	3	14%	10%	-3%	?	0%	-5%	-2	-19%	3%
CCOC(=O)C(C#N)c1ccccn1 (stereo unspecified)	?	0	34%	5%	21%	12	15%	-2%	9	-1%	-19%
CCCc1cc(C(=O)Nc2ccc(C(=O)c3ccc(F)cc3)cc2)n(C)n1	-18%	1	?	-17%	-1%	2	-5%	9%	15	4%	-1%
CC(C)(C)NC(=O)C(=O)N/N=C/c1ccc(F)cc1	1%	2	-7%	-11%	2%	-5	8%	0%	?	-2%	-8%
Nc1cc(N)nc(SCC(=O)NC2CCCCCCC2)n1	0%	/	/	/	-1%	-15	-3%	7%	-1	0%	5%

Assay outcomes deposited in PubChem BioAssay by National Center for Advancing Translational Sciences (NCATS).

Compounds were not picked by outcome. About 14% of those tested had a hit in this group.
